INS-1E ATP HTS: protection of INS-1E cells from cytokine death, primary screen, ATP luminescence, single point; AID 488910, 2010; protection from cytokine-induced ATP loss, % at 10 µM; INS-1E cytokine-induced death, 48 h; normalised: neutral wells 0, positive control 100; 20,000 compounds, 0.1% hits;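 active = mean replicate protection from cytokine-induced ATP loss at least 50% and at least 75% of replicates each reaching 50%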
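Assay system – rat INS-1E insulinoma cell line · Quantity – 8000 cells per well · Buffer or medium – RPMI without phenol red, 5% FBS · Schedule – 48 h co-treatment, 10 min post-lysis read · Technique – luminescent ATP assay (CellTiter-Glo)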
T cruzi intra: inhibitors of intracellular Trypanosoma cruzi, primary screen, cell-based, plate reader, single point, set 2; 22,000 compounds, 4.9% hits; intracellular Trypanosoma cruzi in host cells; activity score (inhibition), % at 5.01 µM; AID 651903, 2012; in the data active = activity score above about 55%;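 also: parasites and compound incubated about four days before reading; 0% = median of neutral control wells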
* marks the source's active call; other numbers are inactive results; / = not tested or not shown.

Order of results – INS-1E ATP HTS, T cruzi intra
C[C@H]1CN([C@@H](C)CO)C(=O)c2cc(NS(=O)(=O)c3ccc(Cl)cc3)ccc2O[C@H]1CN(C)Cc1ccccc1
    -1.0, -6.0
C[C@H]1CN([C@@H](C)CO)C(=O)c2cc(NS(=O)(=O)c3cccs3)ccc2O[C@H]1CN(C)C(=O)NC1CCCCC1
    -11.2, -84.7
C[C@@H]1CN([C@H](C)CO)C(=O)c2cc(NC(=O)CCC(F)(F)F)ccc2O[C@@H]1CN(C)Cc1ccncc1
    9.7, -41.2
C[C@H]1CN([C@@H](C)CO)C(=O)Cc2cc(NC(=O)Cc3ccccc3)ccc2O[C@H]1CN(C)C
    5.8, -33.2
C[C@@H]1CN([C@@H](C)CO)C(=O)CCCn2cc(nn2)CO[C@@H]1CN(C)Cc1ccccc1C(=O)O
    /, -22.5
COc1ccc(CN(C)C[C@H]2Oc3c(NC(=O)C4CC4)cccc3C(=O)N([C@@H](C)CO)C[C@H]2C)cc1
    -1.6, -11.9
COc1ccc(S(=O)(=O)N(C)C[C@@H]2Oc3c(NC(=O)Nc4c(C)noc4C)cccc3C(=O)N([C@H](C)CO)C[C@@H]2C)cc1
    8.6, -6.9
Cc1noc(C)c1NC(=O)Nc1cccc2c1O[C@H](CN(C)C(=O)Nc1ccc(F)cc1)[C@@H](C)CN([C@H](C)CO)C2=O
    10.3, -20.3
C[C@H](CO)N1C[C@H](C)[C@H](CN(C)C(=O)Nc2ccccc2)Oc2ccc(NC(=O)C3CCCCC3)cc2CC1=O
    23.7, -17.2
Cc1ccc(S(=O)(=O)N(C)C[C@@H]2Oc3ccc(NS(=O)(=O)c4cccs4)cc3C(=O)N([C@@H](C)CO)C[C@@H]2C)cc1
    /, 33.5
COc1ccc(S(=O)(=O)N(C)C[C@H]2Oc3ccc(NC(=O)Nc4c(C)noc4C)cc3CC(=O)N([C@@H](C)CO)C[C@@H]2C)cc1
    6.9, -11.4
Cc1noc(C)c1NC(=O)Nc1ccc2c(c1)C(=O)N([C@@H](C)CO)C[C@H](C)[C@@H](CN(C)C(=O)Nc1ccc(F)cc1)O2
    -2.8, -5.3
C[C@@H]1CN([C@@H](C)CO)C(=O)CCCn2nncc2CO[C@H]1CN(C)S(=O)(=O)c1ccc(-c2ccccc2)cc1
    -4.1, 10.6
COc1ccc(NC(=O)Nc2ccc3c(c2)C(=O)N([C@@H](C)CO)C[C@H](C)[C@H](CN(C)S(=O)(=O)c2cn(C)cn2)O3)cc1
    6.4, -13.2
CC(C)NC(=O)Nc1ccc2c(c1)C(=O)N([C@H](C)CO)C[C@H](C)[C@@H](CN(C)C(=O)NC(C)C)OCCCC[C@@H](C)O2
    9.1, -21.9
C[C@H](CO)N1C[C@H](C)[C@H](CN(C)C(=O)Nc2ccc3c(c2)OCO3)Oc2c(NC(=O)NC3CCCCC3)cccc2C1=O
    -1.1, 7.7
C[C@H](CO)N1C[C@H](C)[C@@H](CN(C)C(=O)Nc2ccccc2)Oc2c(NS(=O)(=O)c3ccc(Cl)cc3)cccc2C1=O
    0.5, -7.6
O=C(CCCCCCC(=O)Nc1ccccc1O)N/N=C/c1cccnc1Br
    3.9, 3.5
C[C@H]1CN([C@@H](C)CO)C(=O)c2cc(NC(=O)Cn3cnnn3)ccc2O[C@H]1CN(C)Cc1ccc(C(=O)O)cc1
    2.0, 4.4
C[C@H]1CN([C@@H](C)CO)C(=O)c2cc(NC(=O)NC3CCCCC3)ccc2O[C@H]1CN(C)Cc1ccncc1
    7.3, 1.8
C[C@@H]1CN([C@H](C)CO)C(=O)c2cccc(NS(=O)(=O)c3ccc(Cl)cc3)c2O[C@@H]1CN(C)C(=O)Nc1ccc2c(c1)OCO2
    -0.1, -4.2
C[C@@H]1CN([C@H](C)CO)C(=O)c2cc(NC(=O)Nc3ccc(F)cc3)ccc2O[C@@H]1CN(C)C(=O)NC1CCCCC1
    -3.4, 12.9
C[C@H](CO)N1C[C@H](C)[C@@H](CN(C)C(=O)Nc2cccc3ccccc23)Oc2ccc(NC(=O)Nc3ccc4c(c3)OCO4)cc2C1=O
    -0.9, -5.4
C[C@@H]1CN([C@H](C)CO)C(=O)CCCn2cc(nn2)CO[C@@H]1CN(C)C(=O)Nc1cccc(Oc2ccccn2)c1
    /, -10.7
Cc1noc(C)c1S(=O)(=O)Nc1ccc2c(c1)CC(=O)N([C@@H](C)CO)C[C@@H](C)[C@@H](CN(C)Cc1ccc(C(=O)O)cc1)O2
    12.9, -19.5
C[C@H]1CN([C@@H](C)CO)C(=O)c2cc(NC(=O)c3ccncc3)ccc2O[C@H]1CN(C)C(=O)Nc1cccc2ccccc12
    /, -1.4
C[C@H]1CN([C@@H](C)CO)C(=O)Cc2cc(NC(=O)NC3CCCCC3)ccc2O[C@@H]1CN(C)Cc1ccc2c(c1)OCO2
    -3.2, 22.7
COc1ccc(NC(=O)N(C)C[C@H]2Oc3ccc(NC(=O)C4CC4)cc3CC(=O)N([C@@H](C)CO)C[C@@H]2C)cc1
    -1.7, 1.2
COc1ccc(S(=O)(=O)Nc2ccc3c(c2)C(=O)N([C@@H](C)CO)C[C@H](C)[C@@H](CN(C)C(=O)Nc2ccc(C(F)(F)F)cc2)O3)cc1
    -11.2, 3.1
C[C@@H]1CN([C@H](C)CO)C(=O)c2cccc(NS(=O)(=O)c3ccc(Cl)cc3)c2O[C@H]1CN(C)C(=O)Nc1ccc(C(F)(F)F)cc1
    14.6, 2.9

Reprinted from the part before: three entries, then new ones.
Order of results – INS-1E ATP HTS, T cruzi intra
COc1ccc(NC(=O)N(C)C[C@H]2Oc3ccc(NC(=O)C4CC4)cc3CC(=O)N([C@@H](C)CO)C[C@@H]2C)cc1
    -1.7, 1.2
COc1ccc(S(=O)(=O)Nc2ccc3c(c2)C(=O)N([C@@H](C)CO)C[C@H](C)[C@@H](CN(C)C(=O)Nc2ccc(C(F)(F)F)cc2)O3)cc1
    -11.2, 3.1
C[C@@H]1CN([C@H](C)CO)C(=O)c2cccc(NS(=O)(=O)c3ccc(Cl)cc3)c2O[C@H]1CN(C)C(=O)Nc1ccc(C(F)(F)F)cc1
    14.6, 2.9
Cc1noc(C)c1S(=O)(=O)N(C)C[C@H]1Oc2ccc(NS(=O)(=O)c3ccc(F)cc3)cc2C(=O)N([C@H](C)CO)C[C@H]1C
    2.2, 6.1
COC(=O)CCCCCCC(=O)N/N=C/c1cccc(B(O)O)c1
    -0.7, -13.2
C[C@H](CO)N1C[C@H](C)[C@@H](CN(C)C(=O)Nc2ccccc2)Oc2ccc(NC(=O)NC3CCCCC3)cc2C1=O
    4.1, -9.0
C[C@H](CO)N1C[C@H](C)[C@H](CN(C)C(=O)Nc2ccc(C(F)(F)F)cc2)Oc2ccc(N(C)C)cc2CC1=O
    6.7, -3.8
O=C(NO)c1ccc(C(=O)N/N=C/c2ccncc2Br)cc1
    -6.5, -23.9
C[C@@H]1CCCCO[C@@H](CN(C)C(=O)Nc2ccc3c(c2)OCO3)[C@@H](C)CN([C@H](C)CO)C(=O)c2cc(NC(=O)c3ccncc3)ccc2O1
    14.7, -35.9
Cc1noc(C)c1S(=O)(=O)Nc1cccc2c1O[C@H](CN(C)Cc1ccc(C(=O)O)cc1)[C@H](C)CN([C@@H](C)CO)C2=O
    6.1, -9.8
C[C@@H]1CN([C@@H](C)CO)C(=O)c2cc(NC(=O)Cc3cn(C)c4ccccc34)ccc2O[C@H]1CN(C)Cc1ccc(C(=O)O)cc1
    /, -3.4
Cc1ccc(S(=O)(=O)Nc2ccc3c(c2)CC(=O)N([C@H](C)CO)C[C@@H](C)[C@@H](CN(C)C(=O)Nc2ccccc2)O3)cc1
    3.8, 10.5
CC(C)NC(=O)N(C)C[C@@H]1Oc2ccc(NC(=O)CCN3CCOCC3)cc2CC(=O)N([C@H](C)CO)C[C@H]1C
    1.7, -14.4
COc1ccc(S(=O)(=O)Nc2ccc3c(c2)C(=O)N([C@H](C)CO)C[C@H](C)[C@@H](CN(C)Cc2ccncc2)O3)cc1
    -0.3, -2.0
CNC[C@H]1Oc2c(NC(=O)Nc3ccc(F)cc3)cccc2C(=O)N([C@@H](C)CO)C[C@H]1C
    2.3, -31.4
Cc1ccc(S(=O)(=O)N(C)C[C@H]2Oc3c(NC(=O)c4nc5ccccc5s4)cccc3C(=O)N([C@@H](C)CO)C[C@@H]2C)cc1
    -12.1, 74.7*
COc1ccc(S(=O)(=O)Nc2ccc3c(c2)C(=O)N([C@H](C)CO)C[C@@H](C)[C@H](CN(C)Cc2ccc(C(=O)Nc4ccccc4N)cc2)O3)cc1
    -8.0, 14.0
Cc1ccc(S(=O)(=O)Nc2ccc3c(c2)CC(=O)N([C@H](C)CO)C[C@@H](C)[C@H](CN(C)C(=O)Nc2cccc4ccccc24)O3)cc1
    9.2, -10.4
C[C@H]1CN([C@@H](C)CO)C(=O)CCCn2nncc2CO[C@@H]1CN(C)Cc1cccc2c1OCCCO2
    /, -7.1
C[C@@H]1CCCCO[C@@H](CN(C)C(=O)c2ccncc2)[C@@H](C)CN([C@H](C)CO)C(=O)c2cc(NC(=O)c3ccncc3)ccc2O1
    5.9, 0.5
Cc1noc(C)c1NC(=O)N(C)C[C@H]1Oc2c(NC(=O)C3CC3)cccc2C(=O)N([C@@H](C)CO)C[C@H]1C
    14.0, -8.3
C[C@H]1CN([C@@H](C)CO)C(=O)c2cccc(NC(=O)Nc3ccc(C(F)(F)F)cc3)c2O[C@H]1CN(C)CC1CC1
    -19.1, -13.4
C[C@H]1CN([C@@H](C)CO)C(=O)c2cc(NS(=O)(=O)c3ccc(Cl)cc3)ccc2O[C@H]1CN(C)Cc1ccc2c(c1)OCO2
    2.8, -6.7
C[C@@H]1CN([C@@H](C)CO)C(=O)c2cccc(NC(=O)Nc3ccccc3)c2O[C@H]1CN(C)CC1CC1
    0.9, -0.8
Cc1noc(C)c1NC(=O)N(C)C[C@@H]1Oc2ccc(NS(=O)(=O)c3cccs3)cc2C(=O)N([C@@H](C)CO)C[C@H]1C
    -9.6, -8.6
C[C@H](CO)N1C[C@H](C)[C@H](CN(C)CC2CCCCC2)Oc2c(NC(=O)C3CCCCC3)cccc2C1=O
    -6.6, -3.2
C[C@H](CO)N1C[C@H](C)[C@H](CN(C)S(=O)(=O)c2cccs2)Oc2ccc(NS(=O)(=O)c3ccccc3)cc2CC1=O
    5.4, 3.7
Cc1noc(C)c1S(=O)(=O)Nc1ccc2c(c1)CC(=O)N([C@@H](C)CO)C[C@@H](C)[C@@H](CN(C)Cc1ccc3c(c1)OCO3)O2
    2.2, -10.8
C[C@H](CO)N1C[C@H](C)[C@@H](CN(C)Cc2ccncc2)Oc2ccc(NS(C)(=O)=O)cc2C1=O
    10.2, -3.0
C[C@H](CO)N1C[C@H](C)[C@@H](CN(C)Cc2ccc(-c3ccccc3)cc2)Oc2ccc(NS(=O)(=O)c3cccs3)cc2C1=O
    -10.1, 44.6
CC(C)NC(=O)N(C)C[C@H]1Oc2ccc(NC(=O)CCCN(C)C)cc2C(=O)N([C@H](C)CO)C[C@H]1C
    2.8, -28.7
C[C@@H]1CN([C@H](C)CO)C(=O)c2cc(NS(=O)(=O)c3ccc(F)cc3)ccc2O[C@@H]1CN(C)Cc1ccc2c(c1)OCO2
    -0.4, -7.0
C[C@@H]1CN([C@@H](C)CO)C(=O)Cc2cc(NC(=O)Cc3ccccc3)ccc2O[C@@H]1CN(C)Cc1ccc(Oc2ccccc2)cc1
    -49.9, 65.6*

2 entries drawn at random from those above, as already listed:
Order of results – INS-1E ATP HTS, T cruzi intra
C[C@H]1CN([C@@H](C)CO)C(=O)Cc2cc(NC(=O)Cc3ccccc3)ccc2O[C@H]1CN(C)C
    5.8, -33.2
CC(C)NC(=O)N(C)C[C@@H]1Oc2ccc(NC(=O)CCN3CCOCC3)cc2CC(=O)N([C@H](C)CO)C[C@H]1C
    1.7, -14.4

Additional entries follow:
Order of results – INS-1E ATP HTS, T cruzi intra
C[C@@H]1CCCCO[C@@H](CN(C)S(=O)(=O)c2cccs2)[C@@H](C)CN([C@H](C)CO)C(=O)c2cc(NS(C)(=O)=O)ccc2O1
    7.9, -11.3
CC(C)NC(=O)N(C)C[C@@H]1Oc2ccc(NS(C)(=O)=O)cc2C(=O)N([C@H](C)CO)C[C@@H]1C
    4.7, -14.9
C[C@H](CO)N1C[C@H](C)[C@H](CN(C)Cc2ccc(-c3ccccc3)cc2)Oc2c(NS(C)(=O)=O)cccc2C1=O
    -6.5, -0.4
C[C@@H]1CN([C@H](C)CO)C(=O)c2cccc(NC(=O)c3nc4ccccc4s3)c2O[C@H]1CN(C)C(=O)Nc1ccc(F)cc1
    6.2, -20.7
C[C@H]1CN([C@@H](C)CO)C(=O)c2cc(NC(=O)Cc3cn(C)c4ccccc34)ccc2O[C@@H]1CN(C)Cc1ccc(-c2ccccc2)cc1
    -10.3, 74.8*
C[C@H](CO)N1C[C@H](C)[C@H](CN(C)Cc2ccc(C(F)(F)F)cc2)Oc2ccc(NC(=O)CCCCCC(=O)Nc3ccccc3N)cc2C1=O
    6.3, 1.9
C[C@@H]1CN([C@H](C)CO)C(=O)Cc2cc(N(C)C)ccc2O[C@H]1CN(C)Cc1ccc(Oc2ccccc2)cc1
    -27.5, 56.9*
C[C@H]1CN([C@@H](C)CO)C(=O)c2cccc(NC(=O)NC3CCCCC3)c2O[C@H]1CN(C)Cc1ccc(Oc2ccccc2)cc1
    -32.4, 26.7
C[C@@H]1CN([C@@H](C)CO)C(=O)CCCn2cc(nn2)CO[C@@H]1CN(C)Cc1ccc(Cl)c(Cl)c1
    -6.2, 12.4
C[C@H](CO)N1C[C@H](C)[C@H](CN(C)Cc2ccc(C(=O)O)cc2)Oc2ccc(NC(=O)Nc3ccccc3)cc2C1=O
    -2.0, 3.0
Cc1noc(C)c1NC(=O)N(C)C[C@@H]1Oc2ccc(NC(=O)CCC(F)(F)F)cc2C(=O)N([C@@H](C)CO)C[C@@H]1C
    /, -5.8

These rows are one share of the data (hit frequency here may not be typical).
